PLC-gamma1 inh: PLC-gamma1 (human) inhibition, primary screen. purified PLC-gamma1, fluorogenic substrate, fluorescence. P19174. AID 720700. inhibition, % at 12.2 µM. hit rate 0.84% among 370,000; in the data active means inhibition above about 9.5%
ADAM10 inh: inhibitors of human ADAM10; hit rate 0.62% among 370,000; inhibition, % at 7 µM; AID 720582; recombinant ADAM10, EDANS/DABCYL FRET peptide cleavage, 3 h; O14672;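 active means inhibition above a per-campaign cutoff equal to the mean of compounds falling between control-based bounds plus 3 SD, cut at about 20% in these data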;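 further: 0% = DMSO wells while the 100% control is not disclosed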
Target sequence (O14672 214-748 limits assumed): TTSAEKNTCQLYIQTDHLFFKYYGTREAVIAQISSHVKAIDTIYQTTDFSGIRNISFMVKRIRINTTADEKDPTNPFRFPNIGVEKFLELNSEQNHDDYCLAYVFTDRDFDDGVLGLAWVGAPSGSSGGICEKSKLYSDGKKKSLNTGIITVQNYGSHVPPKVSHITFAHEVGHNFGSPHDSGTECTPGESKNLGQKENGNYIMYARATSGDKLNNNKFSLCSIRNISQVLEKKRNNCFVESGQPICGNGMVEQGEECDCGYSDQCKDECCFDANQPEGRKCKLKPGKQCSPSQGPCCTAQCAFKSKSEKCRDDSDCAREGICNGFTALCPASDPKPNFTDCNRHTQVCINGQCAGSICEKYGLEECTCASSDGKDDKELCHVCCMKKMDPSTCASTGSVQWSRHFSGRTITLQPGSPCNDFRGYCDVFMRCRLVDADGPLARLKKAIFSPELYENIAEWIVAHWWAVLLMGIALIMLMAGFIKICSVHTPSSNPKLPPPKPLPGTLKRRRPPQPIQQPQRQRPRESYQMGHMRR
GAA850 FXN act: frataxin GAA850 promoter activation; hit rate 0.56% among 360,000; HEK293 lucGAA850 FXN promoter luciferase reporter, 24 h; percent of 10 µM SAHA response; activation, % at 6 µM;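 active means activation above the average of all compounds screened plus 3 SD, cutoff fixed separately per campaign, cut at about 7.5% in these data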;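 further: 0% = DMSO wells and 100% = 10 µM SAHA wells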
DAX1 inh-1: inhibitors of human orphan nuclear receptor DAX1 (NR0B1). HEK293 Gal4-DAX1 luciferase reporter, luminescence. AID 504766. inhibition, % at 6.75 µM. hit rate 0.99% among 340,000;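 active means inhibition above the mean over all tested compounds plus 3 SD, cut at about 4.2% in these data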;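 further: 0% = DAX1-transfected cells with DMSO and 100% = empty-vector control cells with DMSO; inhibition shows as a rise in luminescence from relieved DAX1 repression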
ssDAF12 agonist: activators of S. stercoralis DAF-12 nuclear receptor. HEK293 ssDAF-12/GRIP1 lit1-tk-luc reporter, luminescence; % of 3 µM dafachronic acid response. activation, % at 6.8 µM. hit rate 1% among 370,000;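 active means activation above the mean over all tested compounds plus 3 SD, cut at about 0.9% in these data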;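 further: 0% = DMSO-only wells and 100% = 3 µM delta7-dafachronic acid wells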
ADAM17 inh: ADAM17 inhibition, QFRET primary screen; P78536; recombinant ADAM17, EDANS/DABCYL FRET peptide cleavage; inhibition, % at 6.95 µM; hit rate 0.83% among 370,000;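 active means inhibition above the mean of compounds lying between control limits plus 3 SD, set per campaign, cut at about 8.5% in these data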;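 further: 0% = DMSO-only wells as the low control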
DAX1 inh-2: DAX1 (NR0B1) inhibition, primary screen; HEK293T StAR-luciferase reporter, SF-1/DAX-1 repression relief; inhibition, % at 6.8 µM; hit rate 1.1% among 370,000; AID 652010;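 active means inhibition above the mean over all tested compounds plus 3 SD, cut at about 3.6% in these data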;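 further: 0% = DAX-1 cells with DMSO and 100% = cells lacking DAX-1 with DMSO; higher inhibition means more luminescence from relief of DAX-1 repression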
hgDAF-12 ag: agonists of H. glycines DAF-12 nuclear receptor. hit rate 1.8% among 370,000. AID 687014. HEK293 GAL4-hgDAF12 UAS-luciferase reporter, agonist luminescence; normalized to butyrate control. activation, % at 6.8 µM;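 active means activation above a cutoff set at the mean of all screened compounds plus 3 SD, cut at about 10% in these data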;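 further: 0% = DMSO wells and 100% = sodium butyrate wells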
PLC-beta3 inh: PLC-beta3 (human) inhibition, primary screen. Purified PLC-beta3, fluorogenic substrate, fluorescence. inhibition, % at 12.2 µM. hit rate 0.18% among 370,000; in the data active means inhibition above about 11%;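 further: 0% = median of compound wells on plate and 100% = full blocker control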
HGIII-sPLA2 inh: Blocks human group III sPLA2 activity; inhibition, % at 12.2 µM; Q9NZ20; QFRET BODIPY PC-A2 liposome hydrolysis, fluorescence; hit rate 0.56% among 370,000;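 active means inhibition above mean plus 3 SD of compounds lying within the high and low control bounds, cut at about 19% in these data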;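 further: 0% = median of test compound wells and 100% = no enzyme DMSO wells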
Target sequence (Q9NZ20 whole entry, looked up): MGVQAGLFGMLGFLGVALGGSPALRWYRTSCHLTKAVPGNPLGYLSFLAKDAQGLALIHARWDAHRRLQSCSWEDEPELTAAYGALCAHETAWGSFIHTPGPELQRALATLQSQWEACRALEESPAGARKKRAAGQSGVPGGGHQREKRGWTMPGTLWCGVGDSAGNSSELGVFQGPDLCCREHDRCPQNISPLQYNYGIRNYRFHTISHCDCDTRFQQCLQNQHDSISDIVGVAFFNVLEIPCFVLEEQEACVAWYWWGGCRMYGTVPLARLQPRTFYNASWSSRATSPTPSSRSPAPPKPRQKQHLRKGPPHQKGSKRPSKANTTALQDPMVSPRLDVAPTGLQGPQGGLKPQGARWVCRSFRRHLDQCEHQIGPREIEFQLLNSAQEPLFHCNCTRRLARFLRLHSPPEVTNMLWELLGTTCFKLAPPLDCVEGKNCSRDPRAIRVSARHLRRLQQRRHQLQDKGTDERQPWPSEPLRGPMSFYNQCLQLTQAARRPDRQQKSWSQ
hcDAF12 agonist: activators of H. contortus DAF-12 nuclear receptor | AID 652067 | HEK293 hcDAF-12 lit1-tk-luc reporter, luminescence; 0% DMSO, 100% Δ7-dafachronic acid | activation, % at 6.8 µM | hit rate 1.4% among 370,000;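 active means activation above the mean of all tested compounds plus 3 SD, cut at about 5.5% in these data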;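 further: 100% = response to 3 µM Δ7-dafachronic acid high control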
Starred values were filed as active, the others as inactive; i = inactive; nt = no result given.

SMILES	PLC-gamma1 inh	ADAM10 inh	GAA850 FXN act	DAX1 inh-1	ssDAF12 agonist	ADAM17 inh	DAX1 inh-2	hgDAF-12 ag	PLC-beta3 inh	HGIII-sPLA2 inh	hcDAF12 agonist
O=C(O)c1ccc2c(c1)C1C=CCC1C(c1cc3c(cc1Br)OCO3)N2 (stereo unspecified)	-1	-3	0.2	-1.5	-1.1	2	0.7	0.4	0	-7	-0.1
CN(CCCNC(=O)CCCOc1cc(=O)n(C)c2ccccc12)Cc1ccccc1	4	16	-0.7	2.8	-1.2	0	0.2	0.3	4	4	1.1
CC(C)Cc1nc(Nc2ccc(S(=O)(=O)N3CCCC3)cc2)c2nnn(Cc3ccccc3)c2n1	-35	-22	1.4	-1.2	-2.0	-7	0.1	-1.2	-45	-5	1.2
COC(=O)[C@@H]1CCCN1C(=O)CCc1nnc(CCc2c[nH]c3ccccc23)o1	-3	-3	3.2	-0.9	-1.2	-3	-0.4	-0.3	-1	-8	-0.6
Cc1ccc(CNC(=O)c2cc(COc3c(F)cccc3F)on2)s1	4	1	0.0	0.0	-1.6	0	-0.4	2.6	0	-10	-1.9
Cc1ccc(S(=O)(=O)N2CCC(C(=O)N[C@@H](C)C(=O)NCCc3ccccc3)CC2)cc1	4	-4	-0.2	0.8	-2.0	-3	-0.3	-2.5	-4	4	-1.6
Cc1cc(C)cc(OCC(=O)Nc2ccc(N3CCN(S(C)(=O)=O)CC3)cc2)c1	1	-3	0.1	-0.2	-1.4	-2	-0.6	-3.4	2	0	-2.0
Cc1ccc(CNc2ccccc2C(=O)O)s1	-27	-69	2.5	0.4	-0.4	-27	0.0	4.3	-35	2	0.2
COc1ccc(C(=O)N2CCN(c3ccc(NC(=O)Cc4ccccc4)cc3)CC2)cc1	2	-1	0.6	0.7	-1.8	0	-4.6	-2.2	-4	-6	-1.5
CC1(C)Cc2c(C#N)c(NCCN3CCOCC3)nc(-c3ccccc3)c2CO1	-20	-36	3.7	-1.0	-1.0	-13	-0.2	1.9	-39	1	0.1
Cc1cc(C(=O)Nc2cccnc2)on1	0	-9	0.8	-1.0	-1.6	-5	0.8	1.5	2	-1	0.1
Nc1c(C(=O)NC23CC4CC(CC(C4)C2)C3)sc2nc3c(c(C(F)(F)F)c12)CCC3	1	0	0.1	1.1	-1.1	0	0.0	1.3	-2	3	0.7
O=S(=O)(c1cccc(-c2nnco2)c1)N1CCOCC1	-2	-7	-2.0	-1.0	-1.5	-7	-0.4	0.1	-4	4	-1.1
CC/C(C)=N/Nc1nc(-c2cc3cccc(OC)c3oc2=O)cs1	-32	2	5.7	nt	-1.2	-6	1.6	12*	-46	-3	5.3
Cc1ccc(C)c(N2CCN(C(=S)NC3CCCCC3)CC2)c1	-2	-3	1.9	0.2	-1.7	0	-0.1	0.1	6	2	1.6
COc1ccc(N=C2C(=Nc3ccc(OC)cc3)N(c3ccc(OC)cc3)C(=S)N2C(=O)c2ccc(OC)cc2)cc1	6	8	-0.3	0.6	-1.5	-3	1.1	3.4	0	3	1.7
CCN(CC)S(=O)(=O)c1ccc(C(=O)C(C#N)c2ccccn2)cc1 (stereo unspecified)	-6	-2	3.7	-1.3	-1.7	-6	-0.3	0.6	-11	-11	0.2
CCCNC(=O)N(C)C[C@H]1Oc2ncc(C#CCc3ccccc3)cc2C(=O)N([C@H](C)CO)C[C@H]1C	-8	-32	0.4	-1.0	-1.2	-11	-1.0	0.3	-10	-3	0.4
CCOC(=O)C1CCCN(C(=O)CNC(=O)Cn2ccc3ccccc3c2=O)C1 (stereo unspecified)	-3	-20	-0.1	0.9	-0.9	-9	-0.1	0.9	-2	1	-1.0
COC(=O)c1ccc(CSc2nc(N3CCOCC3)c3c(c2C#N)CC(C)(C)OC3)o1	-6	-10	5.1	1.9	-1.3	-1	0.1	-0.9	-3	1	-0.2
CC(C)NC(=S)NC(=O)c1ccc(-c2ccccc2)cc1	2	2	-0.8	-2.1	-1.5	-1	-2.0	-1.3	4	0	-2.8
COCCN(C(=O)Cc1cccs1)c1nnc(-c2ccncc2)s1	-8	-74	2.3	-0.9	-1.4	-26	-0.3	0.7	-9	-13	-0.8
Cc1cc(C(=O)NNC(=O)c2ccc(Cl)cc2Cl)c(C)o1	8	-5	3.1	0.9	0.1	-5	1.5	-0.7	-5	3	-1.5
CC(CN1CCCCCC1)C(=O)NN (stereo unspecified)	2	0	0.6	1.4	-1.7	-3	0.8	-1.9	-3	1	0.4
COc1cccc(N2CCN(C(=O)C3CCCN(S(=O)(=O)c4cnc[nH]4)C3)CC2)c1 (stereo unspecified)	2	-7	-0.7	-0.7	-0.7	1	-1.1	-1.1	6	-14	0.5
Cc1oc(-c2ccc(Cl)cc2)nc1CS(=O)CC(=O)NCc1ccc2c(c1)OCO2 (stereo unspecified)	1	4	0.2	-0.2	-0.9	6	0.6	2.0	0	-4	2.8
CCC(C)(C(=O)NC1CCCC1)N(CC1CCCO1)C(=O)CNC(=O)c1ccccc1 (stereo unspecified)	4	3	-0.8	-0.4	-1.1	1	-0.6	-0.8	5	4	-1.0
CN(C)N=Nc1ccc(S(=O)(=O)NC(=O)Cc2ccccc2)cc1	3	-4	1.2	-0.3	-1.4	0	0.5	0.8	-2	-3	-1.1
CCOc1ccc(OCc2ccc(C(=O)NN=Cc3ccc[nH]3)cc2)cc1	-23	-14	-5.8	-3.4	-2.4	-3	-6.4	-14	-36	4	-4.9
COc1ccc(C(=O)C2CCN(CC(=O)NCc3ccccc3)CC2)cc1	3	7	0.5	0.5	-0.9	-2	0.1	-1.5	-1	0	-1.1
O=C(CSc1cccs1)NCCc1ccccc1	1	3	4.6	0.4	-0.4	-2	0.6	3.5	-1	-2	-0.8
CCC(C)[C@H](NC(=O)N1CCCC1)C(=O)OC (stereo partly specified)	8	3	-0.1	0.1	-0.9	-4	0.1	-0.8	3	3	-0.3
Cc1ccc(S(=O)(=O)N2CCC(=O)N([C@H](COC(=O)Nc3ccccc3)Cc3ccccc3)CC2)cc1	3	20*	nt	nt	-1.9	8.9*	-1.4	-1.4	3	-8	-1.9
Cc1ccc(OCC(O)CN2CCC(Cc3ccccc3)CC2)c(C)c1 (stereo unspecified)	0	8	-1.9	1.2	-1.1	-4	1.2	1.9	-11	-1	-0.9
CCOc1cccc(N2C(=O)CC(n3cnc4ccccc43)C2=O)c1 (stereo unspecified)	-1	4	-0.1	-1.4	-0.7	-7	0.4	2.0	-2	-2	-0.6
CC1CCC(C(C)C)C(OCC[N+](C)(C)C)C1 (stereo unspecified)	1	-9	0.9	-0.2	-1.3	0	0.0	-0.7	0	9	0.2
Clc1ccc(Cn2cccc2C2=NCCO2)cc1	-1	1	-0.4	0.3	-1.1	-2	-0.5	-0.6	-1	-1	-0.4
COc1ccc(Cl)cc1NC(=O)CN(C)C1CCCCC1	0	-5	0.3	-0.9	-1.2	-5	-0.6	-2.4	-3	-3	-3.0
CCCCNC(=S)N(CCN(CC)CC)Cc1cc2cc3c(cc2[nH]c1=O)OCCO3	-58	-277	0.7	4.3*	-0.7	-106	0.0	1.2	-67	12	-0.3
O=C(O)c1cccc(NC(=S)N/N=C/c2cccnc2)c1	3	-11	2.4	-1.2	-0.6	-2	0.4	-0.9	-1	3	1.9
CC(C)(C)OC(=O)N1CCC(C(=O)Nc2ccc(C(=O)NCc3ccccc3)cc2)CC1	-1	-10	-2.5	-1.6	-1.6	-4	0.4	-3.3	-1	-8	-0.9
Nc1nn(-c2ccccc2)nc1C(=O)OCc1ccccc1	-134	i	-0.5	0.6	-1.6	-317	0.1	10	-187	0	0.9
COc1cc(SC)ccc1C(=O)OCC(=O)NC(=O)NC(C)C	2	-2	1.4	-0.4	-2.1	-1	-1.3	-0.1	2	-4	-1.0
COc1ccc2c(c1)C(C)=CC(C)(C)N2C(=O)C(C)N1C(=O)c2ccccc2C1=O (stereo unspecified)	9	-2	-3.1	-0.5	-2.2	-1	-0.8	-1.9	-4	6	-0.7
O=C(CNC(c1ccccc1)c1ccccc1)Nc1c(F)cccc1F	2	9	0.4	1.2	-1.4	3	0.2	-0.7	4	-8	-1.9
N#CC1=C(N)OC2=C(C(=O)CC(c3ccccc3)C2)C1c1ccc2c(c1)OCO2 (stereo unspecified)	-2	1	1.4	-0.8	-1.4	-3	-0.5	-1.3	-3	-4	-4.0
COc1ccccc1C=NN=C(N)C(N)=NN=Cc1ccccc1OC	1	-4	0.0	-0.6	-0.3	-5	-0.5	2.4	0	14	0.1
Cc1cc(=O)[nH]c(N/N=C/c2ccc(-c3ccc([N+](=O)[O-])cc3)o2)n1	-5	1	-0.1	0.5	-0.1	-2	0.1	3.9	-16	3	1.6
COc1ccc(/C=N/NC(=O)c2cccnc2)cc1Cn1nc([N+](=O)[O-])c(Br)c1C	-2	-2	nt	nt	-0.8	-4	-2.2	1.9	-7	1	0.2
CC1CN(CCOc2ccc(F)cc2)CC(C)O1 (stereo unspecified)	2	4	0.2	-0.4	-1.2	-4	-0.3	0.5	-1	4	0.7

Retrieved by compound from above:
SMILES	PLC-gamma1 inh	ADAM10 inh	GAA850 FXN act	DAX1 inh-1	ssDAF12 agonist	ADAM17 inh	DAX1 inh-2	hgDAF-12 ag	PLC-beta3 inh	HGIII-sPLA2 inh	hcDAF12 agonist
N#CC1=C(N)OC2=C(C(=O)CC(c3ccccc3)C2)C1c1ccc2c(c1)OCO2 (stereo unspecified)	-2	1	1.4	-0.8	-1.4	-3	-0.5	-1.3	-3	-4	-4.0
COc1ccc(/C=N/NC(=O)c2cccnc2)cc1Cn1nc([N+](=O)[O-])c(Br)c1C	-2	-2	nt	nt	-0.8	-4	-2.2	1.9	-7	1	0.2

Carrying on:
SMILES	PLC-gamma1 inh	ADAM10 inh	GAA850 FXN act	DAX1 inh-1	ssDAF12 agonist	ADAM17 inh	DAX1 inh-2	hgDAF-12 ag	PLC-beta3 inh	HGIII-sPLA2 inh	hcDAF12 agonist
Cc1ccc(S(=O)(=O)N2CCOCC2)cc1NC(=O)CSc1nnnn1C	3	-12	0.3	0.9	-0.7	-7	0.3	1.7	-2	12	-0.2
O=C(CCNC(=O)c1ccc(Br)cc1)Nc1nc2ccccc2[nH]1	2	-6	-0.8	2.4	-1.0	-3	0.1	1.5	5	15	0.3
O=C(CN1CCN(c2ccccn2)CC1)Nc1cccc(S(=O)(=O)N2CCOCC2)c1	0	-1	0.5	0.1	-1.9	-4	0.1	-3.7	-7	8	-0.4
CCOc1ccc(C(=O)OCCCN(C)C)cc1	-2	-5	3.1	1.4	-1.6	0	0.8	0.6	2	-4	-0.1
COc1ccc(Nc2nc(C)c(C(C)=O)s2)cc1	-31	11	nt	nt	-1.0	6	4.9*	17*	-63	10	4.4
O=C(CN1C(=O)c2cccc3cccc1c23)Nc1cccnc1	-277	-66	-1.7	-0.1	-1.2	-18	-1.1	0.9	-333	0	-1.3
COc1cc(NC(=O)[C@@H]2O[C@H](CO)[C@@H](O)[C@H]2O)cc(OC)c1OC	2	-7	-1.3	nt	-1.0	4	1.2	2.5	6	8	-1.2
COc1cccc(CN2C(=O)CCC2(C)C(=O)NC2CCCC2)c1 (stereo unspecified)	0	2	1.0	0.3	-1.2	-2	-0.3	0.8	-1	-2	-0.7
CCCC(=O)OC1CC(C)N(C(=O)c2ccccc2)c2ccc(C)cc21 (stereo unspecified)	0	-6	-1.6	-1.8	-2.0	-10	-1.2	0.7	0	4	-2.0
